Bioassay records deposited in PubChem by several laboratories.
PPARg SRC-2 ag: PPARgamma-driven SRC-2 recruitment agonism; AID 1032; activation, % at 8 µM; PPARgamma LBD-SRC-2 recruitment, biochemical; hit rate 0.34% among 200,000; P37231; in the data active = activation above about 22%;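 note: 0% = vehicle and 100% = reference agonist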
Target sequence (P37231 whole entry, looked up, the tested form may be a part): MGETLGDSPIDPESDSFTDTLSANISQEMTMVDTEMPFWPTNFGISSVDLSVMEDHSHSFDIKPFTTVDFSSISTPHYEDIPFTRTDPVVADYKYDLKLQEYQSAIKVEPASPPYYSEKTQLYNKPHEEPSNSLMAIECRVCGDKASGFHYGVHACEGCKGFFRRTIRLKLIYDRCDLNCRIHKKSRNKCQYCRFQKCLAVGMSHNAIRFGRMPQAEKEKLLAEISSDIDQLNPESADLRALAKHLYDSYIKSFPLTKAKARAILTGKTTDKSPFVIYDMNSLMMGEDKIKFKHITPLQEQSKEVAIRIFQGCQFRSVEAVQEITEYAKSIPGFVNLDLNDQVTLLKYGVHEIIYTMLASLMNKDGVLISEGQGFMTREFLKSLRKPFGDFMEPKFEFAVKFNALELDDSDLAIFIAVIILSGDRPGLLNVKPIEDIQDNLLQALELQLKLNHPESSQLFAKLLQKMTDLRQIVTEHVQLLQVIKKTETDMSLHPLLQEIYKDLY
S1P3 antag: antagonists of human S1P3 receptor; CHO S1P3 NFAT-BLA reporter, FRET fluorescence, antagonist mode; inhibition, % at 4.98 µM; hit rate 0.27% among 170,000; AID 485;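 active = inhibition above the plate cutoff, the mean inhibition of test wells on that plate plus 3 SD, cut at about 28% in these data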;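 note: cells challenged with S1P at its EC80 of 0.8 µM; blue over green emission ratio from cleaved BLA substrate after 4 h stimulation; 0% = S1P-stimulated wells and 100% = unstimulated DMSO-only wells; some compounds past the cut are filed as inactive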
G6PDH counter: L. mesenteroides G6PDH inhibition counter-screen; hit rate 0.12% among 200,000; AID 1020; inhibition, % at 5 µM; Purified L. mesenteroides G6PDH, diaphorase/resazurin coupled fluorescence, 45 min; in the data active = inhibition above about 50%
Diaph act CS: counter-screen for diaphorase-based assays: diaphorase activators and chemical reducers | hit rate 0.005% among 190,000 | AID 1229 | activation factor at 20 µM | Diaphorase/resazurin coupled assay, resorufin fluorescence, 16 min; active compounds read high; 1 = vehicle wells, 0 = NADH-free wells;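 active = diaphorase activity raised at least twofold by the compound at 20 µM; inactive = activation factor below 2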
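Material: purified diaphorase enzyme from Clostridium kluyveri / Medium: HEPES pH 7.4 buffer with MgCl2 and Tween 20 / Schedule: enzyme reaction of 16 min at room temperature / Measured by: resorufin fluorescence, excitation 544 nm, emission 590 nm / Evaluation: rise in resorufin formation, marking diaphorase activation or chemical reduction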
ROMK mod: modulators of human ROMK potassium channel. B-score at 10 µM. Tet-inducible ROMK, thallium flux fluorescence; actives lie on both sides. AID 1918. P48048. hit rate 2% among 130,000;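 active = signal ratio slope over the read window, or its plate-corrected B-score, at least 3 SD from the plate mean, either direction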;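 note: B-score of the F/F0 ratio slope over 7 to 12 s after thallium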
Target sequence (P48048 whole entry, looked up): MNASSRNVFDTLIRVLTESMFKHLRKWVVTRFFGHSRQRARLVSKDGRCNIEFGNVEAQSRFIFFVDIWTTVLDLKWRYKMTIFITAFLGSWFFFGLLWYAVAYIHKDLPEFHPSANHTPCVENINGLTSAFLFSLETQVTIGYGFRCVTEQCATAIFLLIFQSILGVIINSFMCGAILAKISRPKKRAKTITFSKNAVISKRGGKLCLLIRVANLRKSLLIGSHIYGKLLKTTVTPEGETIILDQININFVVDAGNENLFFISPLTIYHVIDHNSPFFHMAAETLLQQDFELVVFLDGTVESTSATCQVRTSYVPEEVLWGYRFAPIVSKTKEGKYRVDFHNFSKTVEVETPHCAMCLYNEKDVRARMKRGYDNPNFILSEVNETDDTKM
PPARg SRC-3 ag: PPARgamma-driven SRC-3 recruitment agonism; P37231; biochemical PPARgamma/SRC-3 coactivator recruitment assay; activation, % at 8 µM; hit rate 0.26% among 200,000; in the data active = activation above about 23%;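 note: 0% = DMSO and 100% = reference agonist; some compounds past the cut are filed as inactive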
PMI act hi M6P: PMI (human) activation, high substrate. P34949. coupled PMI enzyme assay, resazurin fluorescence, 20 min; active compounds read high; 1 = untreated enzyme, 0 = substrate-free blank. activation factor at 20 µM. hit rate 0.34% among 190,000;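 active = activation factor of 2 or more at 20 µM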
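assay system = human phosphomannose isomerase with PGI, G6PDH, diaphorase coupling enzymes | quantity = 15 ng/mL PMI | incubation = enzyme reaction with compound 20 min at room temperature | medium = HEPES pH 7.4 buffer with MgCl2 and Tween-20 | compound dosing = one concentration, 20 µM, in 1% DMSO | measured by = Diaphorase-driven resazurin-to-resorufin fluorescence, excitation 544, emission 590 nm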
PMI activator: activators of human phosphomannose isomerase | purified human PMI, coupled resazurin fluorescence, 20 min; active compounds read high; 1 = vehicle control, 0 substrate-free wells | activation factor at 20 µM | hit rate 0.005% among 190,000 | AID 1214;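 active = activation factor of 2 or more at 20 µM, relative to plate controls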
TR-FRET SRC-2 ct: counter-screen for PPARgamma SRC-2 recruitment agonists: TR-FRET artefact. active compounds read high. TR-FRET ratio at 8 µM. hit rate 0.4% among 200,000. AID 1049; in the data active = TR-FRET ratio above about 2000; note: inactives centre near 1500
PPARg SRC-1 ag: agonists of human PPARgamma SRC-1 coactivator recruitment. P37231. PPARgamma-SRC-1 coactivator recruitment biochemical assay. activation, % at 8 µM. hit rate 0.41% among 200,000. AID 631; in the data active = activation above about 19%;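 note: 0% = DMSO and 100% = reference agonist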
Diaph inh CS: inhibits diaphorase or chemically oxidizes, flagging diaphorase assay artifacts; diaphorase resazurin-to-resorufin fluorescence, NADH, 16 min; bacterial (C. kluyveri) enzyme, not human; inhibition, % at 20 µM; hit rate 0.69% among 190,000; AID 1217;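 active = primary screen inhibition at 20 µM above a set limit, cut at about 50% in these data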;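 note: plate controls were DMSO with full reaction for no effect and wells lacking NADH for full effect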
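Test system: Clostridium kluyveri diaphorase enzyme / Quantity: diaphorase at 0.14 U/mL in enzyme working solution / Incubation: 16-min room-temperature incubation before reading / Benchmarks: NADH-free wells as positive control, DMSO-only neutral wells / Signal: resorufin fluorescence 544/590 nm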
The depositor's hits bear a star; x = no result given.

SMILES	PPARg SRC-2 ag	S1P3 antag	G6PDH counter	Diaph act CS	ROMK mod	PPARg SRC-3 ag	PMI act hi M6P	PMI activator	TR-FRET SRC-2 ct	PPARg SRC-1 ag	Diaph inh CS
O=C(N/N=C/c1cccnc1)/C(=C\c1cccs1)NC(=O)c1ccccc1	4	-1	6	0.9	0.67	-2	1	1	1622	0	6
CC1CCc2nc(NCCO)nc(C(F)(F)F)c2C1 (stereo not given)	2	-17	3	0.9	x	6	1	1	1582	-1	7
Cc1cc(N2C(=O)C3C4CC(C(Br)C4Br)C3C2=O)no1 (stereo not given)	14	-13	3	1.1	0.52	-3	1.1	1.1	1443	-4	-7
Cn1c(SCC(=O)N2CCc3ccccc32)nnc1C1CC1	-5	11	0	0.9	-0.76	4	1	1	1481	-1	6
CCNc1nc(NC(C)(C)C)nc(SC(C(C)=O)C(C)=O)n1	4	x	8	0.8	-0.093	3	0.9	0.9	1566	1	16
NC(=O)COC(=O)CC12CC3CC(CC(C3)C1)C2	8	13	3	1	-0.37	0	1	1	1763	10	1
CC1(C)COC(/C=C/c2cccc([N+](=O)[O-])c2)=N1	3	-3	5	1	x	9	1	1	1786	8	-2
COc1cc(/C=N/OCC(=O)Nc2ccc(OC(F)F)cc2)ccc1OCc1ccccc1	11	11	19	0.8	-0.68	5	0.9	0.8	1652	4	16
CCOC(=O)Cc1ccc(NC(=O)c2ccccc2Br)cc1	6	-17	15	1	-0.92	-1	0.9	0.9	1547	-2	5
COc1ccc(NC2=NCC(=O)N2Cc2cccs2)cc1	6	x	6	0.9	x	13	1.1	1	1675	3	5
COc1ccc(-c2nc(CS(=O)CC(=O)NCc3ccc(Cl)cc3)c(C)o2)cc1 (stereo not given)	11	2	2	0.7	x	-1	0.9	0.9	1600	-1	27
CCN(C(C)=O)c1cccc2ccccc12	6	x	7	0.8	-0.0017	-10	1	0.9	1386	4	16
COc1ccc(S(=O)(=O)N(C)C)cc1NC(=O)[C@H](Cc1ccccc1)N1C(=O)c2ccccc2C1=O	-1	3	-20	0.8	x	1	1.2	1.1	1568	5	16
Cc1cc(C)cc(NC(=O)C2CCN(S(=O)(=O)c3c(C)n[nH]c3C)CC2)c1	-4	-25	4	0.9	0.044	6	1	1	1436	5	7
CC(=O)Cc1nsc(NC(=O)c2oc(-c3ccccc3Cl)cc2C)n1	1	-4	-7	1	0.085	0	1	1	1600	0	4
CC(C)Cc1ccc(C(C)C(=O)Nc2nccs2)cc1 (stereo not given)	-1	x	1	0.9	-0.095	2	1.1	1	1365	7	8
Nc1cc(N)nc(SCC(=O)N2CCc3ccccc32)n1	1	x	-1	0.9	-0.69	4	1	1	1503	-3	8
O=C(NNC(=O)c1ccccc1C(=O)O)c1ccc(-c2ccccc2)cc1	4	-8	-1	1	0.19	3	1.1	1.1	1489	0	1
CCOc1ccc(CN(C)CC(=O)Nc2ccc3c(c2)CCC3)cc1OC	9	-1	-6	0.9	-2.2	7	0.9	0.9	1699	9	6
O=C(NCCCCNC(=O)c1cccs1)c1cccs1	-2	-14	7	1	-0.4	10	1.1	1.1	1495	6	3
CC1Cc2ccccc2N1C(=O)CN1C(=O)C(=O)N(Cc2ccccc2)C1=O (stereo not given)	3	x	-4	1	0.71	6	1	1.1	1367	6	3
COc1ccc(C2C(C(C)=O)=C(O)C(=O)N2c2nccs2)c(OC)c1 (stereo not given)	7	24	0	0.9	0.36	0	1	1	1765	9	5
O=C(NCC1OCCc2ccccc21)c1ccc(NC(=O)c2ccccc2Cl)cc1 (stereo not given)	-1	6	-4	1	-0.49	-3	1.1	1	1459	4	-3
COc1ccc(NC(=O)C(CC(C)C)NC(=O)C2CCC(C)CC2)c(OC)c1 (stereo not given)	-6	-13	9	0.8	-0.0088	4	0.7	0.9	1757	-4	16
CCN(CC)S(=O)(=O)c1ccc(N2CCOCC2)c(NC(=O)c2cccc3ccccc23)c1	1	11	-6	0.8	x	4	0.9	0.8	1443	3	20
CCOC(=O)CNC(=O)c1cc(C)oc1C	-1	0	8	1	x	-4	1.2	1.1	1405	-5	-3
CN(C)/N=C/c1ccc(/C=N/NC(N)=S)o1	10	1	2	0.8	-0.57	-2	0.8	1.1	1708	7	17
O=C(CNc1ccccc1)Nc1ccc(F)cc1	-1	45	11	1	x	-5	0.9	0.9	1393	-3	4
Cc1[nH]n(C(N)=S)c(=O)c1N=Nc1ccc(S(=O)(=O)N2CCCC2)cc1	3	x	3	0.8	-0.16	14	1.1	1.1	1593	0	21
Cc1occc1C(=O)NCc1ccccn1	3	-9	-3	1	x	11	1	1	1542	5	2
CN(C(=O)/C=C/c1ccccc1)C1CCS(=O)(=O)C1 (stereo not given)	-10	5	-2	1	0.071	-6	1.1	1.1	1548	-1	-3
Cc1[nH]n(-c2ccc([N+](=O)[O-])cc2)c(=O)c1C=NCCN1CCN(C(=O)c2ccccc2F)CC1	1	x	3	1.1	x	-7	1	1.1	1531	-2	-7
COc1cc(NC(=O)COc2cccc(OC)c2)cc(OC)c1	-1	-51	3	0.9	-0.47	-3	1	1	1546	-5	7
Cc1ccc(N(CC(=O)NC(C)(C)C)C(=O)CNC(=O)c2cccs2)cc1C	1	0	11	0.9	0.44	3	1	1	1580	4	9
CCOC(=O)c1cc(C)sc1/N=C/C1C(=O)CC(C)(C)CC1=O	15	-7	0	0.9	0.084	6	1	1	1737	10	13
COc1ccccc1NC(=O)Cc1coc2cc(C)ccc12	3	x	14	0.9	0.042	-8	1.1	1	1438	-4	9
COc1ccc(C(=O)CCNc2ccc(C)c(Cl)c2)cc1	6	5	-14	1	x	4	1	0.9	1527	4	3
O=C(Nc1cccc(C(F)(F)F)c1)C12CC3CC(CC(C3)C1)C2	7	x	3	0.9	-0.016	-3	1	0.9	1663	5	13
O=C(COC(=O)C1CC1)Nc1ccc(Oc2ccccc2)cc1	-7	1	3	0.8	-0.51	-7	0.9	1	1405	-6	17
Cc1c(C(=O)c2ccc(Br)cc2)c(=O)n(C)c(=O)n1C	-2	-5	11	0.9	-0.15	0	1	1	1435	4	12
CN(C)S(=O)(=O)c1cccc(NC(=O)Cn2cc(C(F)(F)F)cc(Cl)c2=O)c1	9	-4	2	0.9	0.16	-2	0.9	1	1505	0	8
O=C(COc1cccnc1[N+](=O)[O-])Nc1ccc(N2CCOCC2)cc1	6	-2	-4	1.1	0.06	-1	1	1.1	1654	-5	-11
CCOC(=O)C1CCN(C(=O)CN(c2cccc(C(F)(F)F)c2)S(C)(=O)=O)CC1	5	-27	0	0.9	x	5	1	1	1373	1	12
CCOC(=O)C1=C(C)N=C2c3ccccc3C(=O)C2C1c1ccc(C)cc1 (stereo not given)	1	x	5	0.9	-0.012	-6	1.5	1.2	1476	-4	8
CN(C)/C=N/C(=S)Nc1ccc(Cl)cc1	-7	-14	10	0.9	0.25	-1	0.9	0.9	1384	-5	6
Nn1c(SCC(=O)Nc2ccccc2F)nnc1-c1cccnc1	1	-25	-9	0.8	x	0	0.9	0.9	1453	-11	18
CCOC(O)[C@H]1N[C@@H](c2ccc(Cl)cc2)[C@@H]([N+](=O)[O-])[C@@H]1c1ccccc1 (stereo not given in full)	5	1	4	0.8	-1.2	6	0.9	0.9	1455	1	18
O=C(c1ccc(S(=O)(=O)N2CCCCC2)cc1)N1CCc2ccccc2C1	-5	-8	10	0.7	-0.54	0	0.9	0.9	1410	-6	26
CC1(C)OC(=O)C(=Cc2ccc(-c3ccc(Cl)c(C(=O)O)c3)o2)C(=O)O1	7	-20	2	0.8	0.3	0	1.1	1.1	1678	1	18
Cn1cc(/C=C/C(=O)N2CCCC(C(=O)c3ccc(C(F)(F)F)cc3)C2)cn1 (stereo not given)	2	1	1	1	0.38	-1	1.1	1	1712	3	2
C=CCn1c(C)cc(/C([O-])=C(/C(=S)Nc2ccc(OC(F)F)cc2)[n+]2ccc(N(C)C)cc2)c1C	7	-17	-9	0.9	0.61	1	0.9	1	1661	7	7
CN1CCN(C(=O)/C(=C/c2cccs2)NC(=O)c2cccs2)CC1	5	-3	-4	0.9	x	4	1	0.9	1436	4	14
COc1ccc(Cl)cc1NC(=S)NNC(=O)c1cccnc1	-4	-9	-3	0.9	0.57	4	1.1	1.1	1485	-3	7
O=C(Nc1ccccc1OC(F)F)c1ccc(F)cc1	8	19	4	0.8	x	0	0.9	-0.1	1574	-1	15

For convenience, some entries already given.
SMILES	PPARg SRC-2 ag	S1P3 antag	G6PDH counter	Diaph act CS	ROMK mod	PPARg SRC-3 ag	PMI act hi M6P	PMI activator	TR-FRET SRC-2 ct	PPARg SRC-1 ag	Diaph inh CS
CCOC(O)[C@H]1N[C@@H](c2ccc(Cl)cc2)[C@@H]([N+](=O)[O-])[C@@H]1c1ccccc1 (stereo not given in full)	5	1	4	0.8	-1.2	6	0.9	0.9	1455	1	18
O=C(c1ccc(S(=O)(=O)N2CCCCC2)cc1)N1CCc2ccccc2C1	-5	-8	10	0.7	-0.54	0	0.9	0.9	1410	-6	26
CC1(C)OC(=O)C(=Cc2ccc(-c3ccc(Cl)c(C(=O)O)c3)o2)C(=O)O1	7	-20	2	0.8	0.3	0	1.1	1.1	1678	1	18
Cn1cc(/C=C/C(=O)N2CCCC(C(=O)c3ccc(C(F)(F)F)cc3)C2)cn1 (stereo not given)	2	1	1	1	0.38	-1	1.1	1	1712	3	2
C=CCn1c(C)cc(/C([O-])=C(/C(=S)Nc2ccc(OC(F)F)cc2)[n+]2ccc(N(C)C)cc2)c1C	7	-17	-9	0.9	0.61	1	0.9	1	1661	7	7
CN1CCN(C(=O)/C(=C/c2cccs2)NC(=O)c2cccs2)CC1	5	-3	-4	0.9	x	4	1	0.9	1436	4	14
COc1ccc(Cl)cc1NC(=S)NNC(=O)c1cccnc1	-4	-9	-3	0.9	0.57	4	1.1	1.1	1485	-3	7
O=C(Nc1ccccc1OC(F)F)c1ccc(F)cc1	8	19	4	0.8	x	0	0.9	-0.1	1574	-1	15

The order is random; overall some 3.3% were active at least once.
